Assay outcomes (PubChem)
ROC1-CUL1 inh: inhibitors of human ROC1-CUL1 ubiquitin ligase activity; inhibition, % at 10 µM; hit rate 0.6% among 140,000; AID 1347404, 2020; in vitro K48 di-Ub FRET, acceptor:donor ratio, 45 min; in the data active means inhibition above about 25%
Target sequence (P62877 whole entry, looked up): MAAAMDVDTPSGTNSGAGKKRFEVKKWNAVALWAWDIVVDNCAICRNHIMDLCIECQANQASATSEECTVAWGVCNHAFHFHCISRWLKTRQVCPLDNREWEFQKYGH
Target sequence (Q13616 whole entry, looked up): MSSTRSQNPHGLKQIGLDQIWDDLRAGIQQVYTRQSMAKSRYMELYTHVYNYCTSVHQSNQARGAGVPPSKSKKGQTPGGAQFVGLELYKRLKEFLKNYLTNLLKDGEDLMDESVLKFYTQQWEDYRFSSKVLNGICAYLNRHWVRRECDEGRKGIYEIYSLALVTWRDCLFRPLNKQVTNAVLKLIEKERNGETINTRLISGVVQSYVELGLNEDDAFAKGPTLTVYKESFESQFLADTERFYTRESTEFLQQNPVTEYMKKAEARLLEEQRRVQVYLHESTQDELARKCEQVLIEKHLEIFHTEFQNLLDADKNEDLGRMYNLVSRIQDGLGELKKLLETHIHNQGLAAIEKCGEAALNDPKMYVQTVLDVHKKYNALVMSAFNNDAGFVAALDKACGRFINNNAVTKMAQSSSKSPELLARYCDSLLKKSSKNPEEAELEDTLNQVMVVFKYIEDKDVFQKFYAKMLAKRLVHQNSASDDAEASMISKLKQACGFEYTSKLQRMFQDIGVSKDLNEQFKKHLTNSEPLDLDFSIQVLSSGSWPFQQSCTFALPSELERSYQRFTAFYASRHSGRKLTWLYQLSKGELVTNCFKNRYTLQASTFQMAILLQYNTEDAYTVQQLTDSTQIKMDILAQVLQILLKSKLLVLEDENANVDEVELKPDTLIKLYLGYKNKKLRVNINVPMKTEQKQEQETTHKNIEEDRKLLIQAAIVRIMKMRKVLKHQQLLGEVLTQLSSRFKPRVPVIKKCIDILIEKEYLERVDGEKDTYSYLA
The depositor's hits bear a star. A portion of the library. The share of hits here may be higher or lower than overall.

canonical_smiles | ROC1-CUL1 inh
CCC(=O)NC(Nc1c(Cl)cc(Cl)cc1Cl)C(Cl)(Cl)Cl (configuration not stated) | -3.2
COc1ccnc(CSC(N)=Nc2ccc(F)cc2)c1 | 7.5
C#CCOc1cc(Br)c(CNC)cc1OC | 1.1
N#Cc1ccccc1/C=N/Nc1nc(-c2ccccc2)c2cc(Br)ccc2n1 | 10.4
Cc1cc(C(=O)Nc2cc(C(F)(F)F)ccc2Cl)no1 | 12.9
Cc1ccc(N2CC(=O)N(C(=O)c3ccccc3)C2=S)cc1 | -7.0
Cc1cccc(NC2(c3nnnn3C3CCCCC3)CCCCC2)c1 | 4.5
Cc1cc(C(=O)N2CCCC(CCc3ccccc3C)C2)nc(C)n1 (configuration not stated) | -5.7
COC(=O)C1C(=O)C(C(=O)OC)C23CCC=CCCC12C(C(=O)OC)C(=O)C3C(=O)OC (configuration not stated) | -2.2
COC(=O)c1ccc(-c2c(Cl)nc(NCCc3c[nH]c4ccccc34)c(=O)n2-c2ccccc2)cc1 | 5.5
CCCc1nnc(NC(=O)Nc2ccccc2Cl)s1 | -3.6
CCCC(C(=O)OCC)/C(C)=N/NC(=O)Cc1ccc(OC)cc1 (configuration not stated) | 7.1
CCN(CC1CCN(CCc2ccccc2C)CC1)C(=O)c1ccc[n+]([O-])c1 | 1.0
COc1ccc(OC)c(/C=C(\C#N)c2nc3ccccc3c(=O)[nH]2)c1 | 2.4
C/C(=N\NC(=O)c1cccc(C)n1)c1ccccc1 | -10.8
O=C(Cn1cnc([N+](=O)[O-])c1[N+](=O)[O-])Nc1cc(Oc2ccc(I)cc2)cc([N+](=O)[O-])c1 | -3.3
CCc1nc(CN(CC)CC2CCCN(CCc3cccc(OC)c3)C2)c(C)[nH]1 (configuration not stated) | 1.2
CCn1c(C)cc(C=C2C(=O)c3ccccc3C2=O)c1C | -0.5
Fc1cccc(-c2nnc(SCc3ccc(F)cc3Cl)n2-c2ccccc2)c1 | -2.6
Cc1cc(NC(=O)c2ccc(-c3ccc(Br)cc3)o2)cc(-c2nc3ncccc3o2)c1O | -11.1
Cc1ccc2oc(-c3ccccc3)cc2c1 | -4.1
CC(C)=C1C(=S)N(C)c2ccccc21 | -13.1
C/C(=N\NC(=O)c1ccc(Cl)cc1Cl)c1cccc(NC(=O)c2ccc(C)s2)c1 | -0.5
Cc1nc(N2CCC(NCC3C4CC5CC(C4)CC3C5)CC2)nc2cc(S(C)(=O)=O)ccc12 (configuration not stated) | 4.4
O=C(Cn1cccn1)N1CCOC(Cc2ccc(F)cc2)C1 (configuration not stated) | 7.5
CCOC(=O)C1(Cc2ccc(F)cc2)CCCN(C(=O)c2ccncc2)C1 (configuration not stated) | 1.7
Cc1nn(-c2ccc3nncn3n2)c(C)c1CCC(=O)Nc1ccc(OC(F)(F)F)cc1 | 17.1
N#CC1C(=N)Oc2n[nH]c(-c3ccc(F)cc3)c2C1c1cccc(C(F)(F)F)c1 (configuration not stated) | 6.4
Cc1ncc2c(c1-c1noc(CC3CCS(=O)(=O)C3)n1)CCNC2 (configuration not stated) | 8.8
COc1ccc2nc(SCC(=O)c3c(C)[nH]c4ccccc34)nc(C)c2c1 | 12.7
COc1ccc(CNC(=O)Cn2c(=O)cc(-c3ccccc3)c3c(C)nn(C)c32)cc1 | -5.3
Cc1ccc(S(=O)(=O)C(CNC(=O)C(=O)NCCc2ccc(F)cc2)c2cccs2)cc1 (configuration not stated) | -6.4
CN1CCN(C(=O)CNC(=O)C2CCCCC2)CC1 | 11.8
CCc1ccc(S(=O)(=O)c2nnn(-c3ccc(F)cc3)c2N)cc1 | -9.5
COc1cccc(-c2cnc(NCc3ccccc3Cl)n2C)c1 | -11.0
Cc1ccsc1C(=O)NNC(=O)CCC(=O)O | 5.6
CC(C)CCN1CCOc2ccc(C(C)(O)COc3ccccc3)cc2C1 (configuration not stated) | 1.7
COc1ccc(N2CCN(C(c3ccccc3)c3nnc(-c4ccccc4Cl)o3)CC2)cc1 (configuration not stated) | 2.2
Cc1ccccc1NCc1cccn1-c1nnc(N2CCOCC2)s1 | 3.8
Cc1oc2ncnc(N3CCOCC3)c2c1C(=O)Nc1ccc(Br)cc1F | 2.2
CC(C)N1C(=O)C(C=Nc2ccc(Cl)cc2)C(=O)N(Cc2ccco2)C1=O (configuration not stated) | -3.1
Cc1ccc(CNC(=O)c2nc(S(=O)(=O)Cc3ccc(C)cc3)ncc2Cl)cc1 | -0.7
CCN1CCN(C(c2ccccc2)C2C(=O)C=C(C)N(CCOC)C2=O)CC1 (configuration not stated) | -0.1
Cc1cc(Br)ccc1NC(=O)CSc1nncn1C | -0.3
O=C(CCNS(=O)(=O)c1ccc2c(c1)CCCC(=O)N2)NCc1ccccc1Cl | 11.2
Cc1cc(Cl)ccc1NC(=O)CSc1nnc(-c2ccccc2)n1C | -7.0
CCN1CC=C2C(C#N)C(=N)C(C#N)(C#N)C(c3ccsc3)C2C1 (configuration not stated) | 1.5
Cc1ccc(-c2csc3ncn4nnnc4c23)cc1 | -10.4
CCOc1ccccc1NC(=O)C1C(C)=Nc2ncnn2C1c1ccc(C)o1 (configuration not stated) | 2.4
N#CC1C(=N)C(C#N)(C#N)[C@H](c2cccc(Cl)c2Cl)[C@H]2CNCC=C12 (some centres not stated) | 1.4
CCNC(=O)c1cn(CCc2ccccc2)cc(C(=O)N2CCCC(c3ccccc3)CC2)c1=O (configuration not stated) | 5.3
CC(=O)c1cccc(-c2cccc(-c3ccn[nH]3)c2)c1 | 13.6
CC(C)=NNc1nc2sc3c(c2c(=O)n1Cc1ccccc1)CCN(Cc1ccccc1)C3 | 2.9
CCOC(=O)NC(=O)c1c(C#N)c(=O)[nH]c(=O)n1CC(=O)NCC(=O)NCC(=O)O | 3.8
CCCC1(C2CCN(C(=O)/C=C/c3cc(F)cc(F)c3)CC2)NC(=O)N(CC2CCCO2)C1=O (configuration not stated) | -10.4
COc1ccc(-c2c(C)c3cc(OC(=O)N4CCOCC4)ccc3oc2=O)cc1OC | 0.6
COc1ccc(Cl)cc1NC(=O)c1sc2nc3c(cc2c1N)CN(C)CC3 | -7.2
COc1ccc(NC(=O)c2c(NCc3ccc(OC)c(OC)c3OC)sc3c2CCC3)c(OC)c1 | 8.3
CCOc1ccc(NC(=O)c2cc3c(n(-c4ccc(OC)cc4)c2=O)CC(C)(C)CC3=O)cc1 | -4.2
O=C(CCc1nc(CN2CCN(S(=O)(=O)c3ccc(Br)cc3)CC2)no1)N1CCCCC1 | 2.7

Next section.
canonical_smiles | ROC1-CUL1 inh
CCCCOc1ccc(C(=O)Nc2ccc(CN3CCOCC3)cc2)cc1 | -0.8
CCS(=O)(=O)N1CCC(C(=O)N2CCN(c3ccccc3F)CC2)CC1 | -0.8
COC(=O)c1ccc(NC(=O)c2ccc(NS(=O)(=O)c3cccc4cccnc34)cc2)cc1 | 4.8
Cc1c(CC(=O)NC2CCOCC2)c2c(n1Cc1ccc(F)cc1)CCCC2=O | -3.4
CCC(C)C(=O)NCCc1ccc(S(N)(=O)=O)cc1 (configuration not stated) | 11.4
O=C1Nc2ccccc2C(=O)C1C(=O)c1nn[nH]n1 (configuration not stated) | 4.9
Cc1ccc2nc(-c3ccc(NS(=O)(=O)c4ccc(Cl)cc4)cc3)[nH]c2c1 | 7.6
CCCCN1C(=O)C(O)(CCCC)C(=O)c2ccccc21 (configuration not stated) | -1.4
CC#CCN1C(=O)NC(CCc2ccccc2)(C2CCN(Cc3ccc(OCCO)cc3)CC2)C1=O (configuration not stated) | 9.4
Oc1ccccc1-c1nc(/C=C/c2ccccc2Cl)no1 | -2.3
CCOc1ccc(-c2cc(-c3ccccc3)c3c(N)c(C(=O)Nc4ccccc4C(F)(F)F)sc3n2)cc1 | 5.4
CCCc1cc(CN(C)Cc2cnc(S(=O)(=O)CC3CC3)n2CCOC)[nH]n1 | 11.9
O=C(NC1CC(=O)N(c2cccc(F)c2)C1)c1ccc(S(=O)(=O)N2CCOCC2)cc1 (configuration not stated) | -10.9
COc1cccc(-c2cnnc(NCc3cnc(C)cn3)n2)c1 | -1.3
CCCn1c(=O)c2c(nc3n(-c4ccccc4N)c(C)c(C)n23)n(C)c1=O | -4.9
COc1ccccc1-c1ccnc2nc(N3CCCCC3)[nH]c(=O)c12 | -8.4
CCOC(=O)c1cc2nc(-c3ccco3)cc(C(F)(F)F)n2n1 | 2.3
CCOc1ccc(C(C)NC(=O)c2c(C)noc2C)cc1 (configuration not stated) | 2.2
Cc1cc(C)c(NC(=O)Cn2c(=O)n(Cc3ccco3)c(=O)c3ccc(C(=O)NC4CCCC4)cc32)c(C)c1 | -7.0
O=C(N/N=C/c1cccnc1)c1csc(-n2nc(C(F)(F)F)cc2-c2ccccc2)n1 | 6.8
Cc1ccc(C)n1-n1cnc2sc(-c3ccccc3)cc2c1=O | -0.4
COc1ccc(COC(=N)c2cncc(Cl)n2)cc1 | -2.3
COC(=O)c1ccc(Cn2cnc3cnccc32)cc1 | 4.4
Cn1c(=O)oc2cc(S(=O)(=O)N3CCCC(C(=O)NCc4ccc(F)cc4)C3)ccc21 (configuration not stated) | -7.5
CCON1N=C(OCC(=O)c2ccccc2)Oc2ncn(-c3ccc(OC)cc3)c21 | -3.4
Cc1ccc(C(=O)COC(=O)c2cc3cc(Br)cc(Br)c3oc2=O)cc1 | -0.3
Cc1ccc2nc(-c3ccc(C(C)(C)C)cc3)cc(C(=O)O)c2c1 | 8.1
Cc1ccc(NC(N)=Nc2nc(C)cc(C)n2)c(C)c1 | -2.3
CCOC(=O)NC(N=C1C(=O)N(c2ccccc2)N(C)C1C)(C(F)(F)F)C(F)(F)F (configuration not stated) | 0.4
CCCCOc1cccc(N=Cc2cc3c(cc2O)OC(=N)C(C#N)C3c2ccccc2)c1 (configuration not stated) | 7.6

Pulled one by one from the entries so far (three):
canonical_smiles | ROC1-CUL1 inh
COc1ccc(COC(=N)c2cncc(Cl)n2)cc1 | -2.3
CCCCOc1ccc(C(=O)Nc2ccc(CN3CCOCC3)cc2)cc1 | -0.8
Cc1ccc(C)n1-n1cnc2sc(-c3ccccc3)cc2c1=O | -0.4

Of the compounds above, these have a COOH group:
canonical_smiles | ROC1-CUL1 inh
Cc1ccsc1C(=O)NNC(=O)CCC(=O)O | 5.6
CCOC(=O)NC(=O)c1c(C#N)c(=O)[nH]c(=O)n1CC(=O)NCC(=O)NCC(=O)O | 3.8
Cc1ccc2nc(-c3ccc(C(C)(C)C)cc3)cc(C(=O)O)c2c1 | 8.1

(further entries)
canonical_smiles | ROC1-CUL1 inh
CCc1cc2c(-c3ccccc3)cc(=O)oc2c2c1OCN(Cc1ccc(C)cc1)C2 | -0.8
Cn1c(=O)c2c(nc3n(CCc4ccccc4)c(C45CC6CC(CC(C6)C4)C5)cn23)n(C)c1=O | -9.9
Cc1ccccc1CNC(=O)c1ccc2[nH]c(C)c(C)c2c1 | -0.8
CCCCOC(=O)Nc1ccc2c(C)cc(=O)oc2c1 | -3.6
COc1ccc(-n2nc(C)c3[nH]c(-c4ccoc4)nc32)cc1 | 4.3
CC(C)c1ccc(NC(=O)NN=C(c2ccc(Cl)cc2)c2ccc(OS(C)(=O)=O)cc2)cc1 | -0.8
Cc1ccccc1Sc1ncccc1N | 1.3
COC(=O)c1ccccc1NC(=O)c1ccc(-c2nc(COc3ccccc3)c(C)o2)cc1 | -1.8
CCc1ccccc1NC(=O)N1CCC2(CC1)Oc1ccccc1C(=O)N2Cc1ccccc1F | -5.3
N#Cc1cc([N+](=O)[O-])cnc1SCC(=O)Nc1ccccc1 | -1.1
N#CC1C(=N)C(C#N)(C#N)C(c2cccc(Cl)c2Cl)C2CSCC=C12 (configuration not stated) | -1.9
COC(=O)c1cc2oc3ccccc3c2n1Cc1nc(-c2ccc(Cl)cc2)oc1C | 0.0
O=C(NCc1ccno1)Nc1nnc(CCC(=O)c2ccccc2)s1 | 3.0
COc1cccc(-c2ccc3c(N)c(C(=O)Nc4ccc(OC(F)(F)F)cc4)sc3n2)c1 | -0.6
CCC(CO)N=C1CC(C)(C)CC(=O)C1[N+](=O)[O-] (configuration not stated) | 10.4
CC(C)OCCCNC(=O)c1ccc2c(=O)n(CCc3ccccc3)c(=O)[nH]c2c1 | -3.3
O=C(Nc1cccc(-c2cscn2)c1)C1CCN(Cc2cc(C#CCO)cs2)CC1 | 2.7
O=C(COc1ccccc1F)Nc1ccc2nc(SCC(=O)N3CCOCC3)sc2c1 | -0.8
Cc1cc(C)c(NC(=O)CCC(=O)N2Cc3ccccc3Oc3ncccc32)c(C)c1 | -7.9
Cc1cccc(NS(=O)(=O)c2ccc(F)cc2)c1C | 9.2
O=[N+]([O-])c1ccc(Sc2ccc(N3CCCCC3)cc2)c([N+](=O)[O-])c1 | -12.3
CCN(CC1CCCN(CCc2cccc(F)c2)C1)C(=O)C(=O)CC(C)C (configuration not stated) | 8.8
COc1cc(NC(=S)NCCc2ccc(F)cc2)cc(OC)c1 | 0.0
COc1ccc(-c2csc(N3C(=N)SCC3=O)n2)cc1 | 5.5
O=C(COC(=O)C(c1ccccc1)c1ccccc1)c1ccc(Br)cc1 | 0.6
COc1ccc(Cl)cc1NS(=O)(=O)c1ccc([N+](=O)[O-])cc1 | -4.6
CCC(C)n1ncc2[nH]c(-c3ccccc3Cn3cccn3)nc21 (configuration not stated) | 4.2
Cc1nc(CN(C)C(=O)CC2(c3ccccc3C)CC(=O)N(Cc3cccnc3)C2=O)cs1 (configuration not stated) | 4.6
Cn1ncnc1-c1ccnc(NCc2nc(-c3ccncc3)n[nH]2)n1 | 0.2
FC(F)(F)c1ccc2nc(-c3ccc(Br)cc3)cn2c1 | -1.6
COc1cc(NC(=O)N2CCCCC2C)cc(OC)c1OC (configuration not stated) | 1.2
Oc1ccc2sc3ccccc3c2c1 | 1.0
CCOc1ccccc1CNC(=O)c1cnc2sc(N(CC)CC)nn2c1=O | -6.5
CS(=O)(=O)Oc1ccc(/C=C2\C(=N)N3N=C(C45CC6CC(CC(C6)C4)C5)SC3=NC2=O)cc1 | 11.3
